Source: PubChem
14-3-3 Bad PPI = disrupts binding of bovine 14-3-3 zeta to phospho-Bad peptide. P63103. TR-FRET 14-3-3zeta/Dy647-pBad peptide displacement, 1 h. inhibition, % at 21.7 µM. 0.71% of 220,000 active;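 active means inhibition above about 70%, limit read from the data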;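 further: 0% = full 14-3-3 plus peptide FRET controls and 100% = background without 14-3-3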
CHOP inhibitor = inhibitors of CHOP induction in ER stress response | CHO-K1 CHOP-promoter luciferase, tunicamycin-induced, 15-18 h | inhibition, % at 10 µM | 3.8% of 220,000 active;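 active means compounds that reduced the stress-induced luciferase reporter signal by more than about 70% of percent inhibition, limit read from the data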;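 further: 0% = tunicamycin plus vehicle and 100% = wells without tunicamycin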
EP2 antag = inhibitors of human EP2 prostaglandin E2 receptor; inhibition, % at 25 µM; 0.52% of 260,000 active; C6 glioma cells expressing human EP2, cAMP TR-FRET; cells stimulated with saturating PGE2; P43116;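 active means percent inhibition above 40 after rounding to a whole number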;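 further: rat C6 glioma host cells with rolipram phosphodiesterase inhibitor present; the protocol text gives 20 µM as final concentration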
Target sequence (P43116 whole entry, looked up): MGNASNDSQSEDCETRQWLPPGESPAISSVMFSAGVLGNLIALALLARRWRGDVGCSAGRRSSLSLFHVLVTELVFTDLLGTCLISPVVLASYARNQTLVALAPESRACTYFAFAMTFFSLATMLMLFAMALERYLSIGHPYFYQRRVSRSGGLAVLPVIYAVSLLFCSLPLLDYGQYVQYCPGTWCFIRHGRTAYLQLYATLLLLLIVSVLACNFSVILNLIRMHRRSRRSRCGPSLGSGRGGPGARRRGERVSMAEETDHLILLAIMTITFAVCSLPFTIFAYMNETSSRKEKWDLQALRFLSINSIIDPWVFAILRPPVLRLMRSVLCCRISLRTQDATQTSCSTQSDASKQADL
TRPML3 agonist = human mucolipin-3 channel agonism; Q8TDD5; 0.29% of 220,000 active; HEK293 TRPML3-YFP, Fluo-8 calcium fluorescence; 100% = the carbachol control signal; activation, % at 3 µM;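 active means activation above its plate's cutoff, the mean activation of the plate's test wells plus 3 SD, cut at about 12% in these data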;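 further: 0% = DMSO only wells and 100% = carbachol wells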
Target sequence (Q8TDD5 whole entry, looked up): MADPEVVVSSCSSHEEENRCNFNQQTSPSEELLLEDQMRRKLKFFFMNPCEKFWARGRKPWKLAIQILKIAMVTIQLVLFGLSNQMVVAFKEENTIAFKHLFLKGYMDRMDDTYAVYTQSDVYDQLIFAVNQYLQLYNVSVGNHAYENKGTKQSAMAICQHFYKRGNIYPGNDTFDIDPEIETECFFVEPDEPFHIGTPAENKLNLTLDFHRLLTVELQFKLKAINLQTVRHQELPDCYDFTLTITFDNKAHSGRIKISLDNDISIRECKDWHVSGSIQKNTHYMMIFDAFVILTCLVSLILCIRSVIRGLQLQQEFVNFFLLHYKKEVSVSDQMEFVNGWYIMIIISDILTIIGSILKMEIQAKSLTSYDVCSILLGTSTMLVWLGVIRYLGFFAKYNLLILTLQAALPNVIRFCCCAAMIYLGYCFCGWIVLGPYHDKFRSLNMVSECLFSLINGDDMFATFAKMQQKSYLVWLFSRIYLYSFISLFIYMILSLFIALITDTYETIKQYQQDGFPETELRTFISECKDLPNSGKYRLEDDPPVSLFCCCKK
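Material: TRPML3-YFP stable HEK293 cells | Dosing: One concentration, 3 µM nominal, 0.3% DMSO | Timing: 125 s total fluorescence read per well | Technique: Fluo-8 calcium dye fluorescence, ex 470-495, em 515-575 nm | Measure: Percent activation from peak-to-basal fluorescence ratio, scaled between DMSO and carbachol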
EP2 mod = modulates human prostaglandin E2 receptor EP2 signaling | AID 940 | EP2-expressing cells, cAMP HTRF FRET, PGE2 co-stimulation | P43116 | induction, % at 25 µM | 0.83% of 260,000 active;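 active means compounds whose cAMP rise, as percent of the full-agonist control response, exceeds 60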;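 further: rat C6 glioma line stably carrying human EP2 under a CMV promoter; the protocol text gives 20 µM as final concentration; 100% = response of wells given 1 µM PGE2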
NPY-Y1 PAM-ag = potentiators or agonists of human neuropeptide Y receptor Y1. P25929. NPY-Y1 expressing cells, potentiator/agonist activation. activation, % at 3.6 µM. 0.37% of 220,000 active. AID 1304; in the data active means activation above about 33%, passing the limit was not always enough;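 further: cells stimulated with NPY at EC10 then isoproterenol at EC100; 0% = low agonist plus stimulus and 100% = saturating agonist plus stimulus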
PPC-1+TRAIL kill = compounds killing PPC-1 cancer cells with TRAIL present (potentiator screen, no TRAIL-free arm). PPC-1 cells + TRAIL, ATPLite viability luminescence. cell killing (% activity), % at 4 µM. 0.41% of 220,000 active;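 active means cell killing above 50% in the first pass at 4 µM, then a duplicate retest at 5 µM averaging 50% or more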;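 further: plate controls were cells with TRAIL plus DMSO for no effect and medium-only wells lacking cells for full effect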
NPY-Y1 antag = blocks the human neuropeptide Y Y1 receptor | P25929 | HEK293-CNG Y1 cells, membrane potential fluorescence; NPY at EC95, then isoproterenol | inhibition, % at 3.6 µM | 1% of 200,000 active | AID 1040;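 active means inhibition above the campaign mean inhibition of all tested compounds plus 3 SD, cut at about 20% in these data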;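 further: 0% = DMSO wells given NPY plus isoproterenol and 100% = isoproterenol alone without NPY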
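Material: HEK293 cells with Y1 receptor plus CNG channel; times: compound incubation 1 h at room temperature, readout 45 min post-stimulation; signal: fluorescence, membrane potential probe; read-out basis: fluorescence ratio normalized to % inhibition between controls; benchmarks: full-block control isoproterenol-only wells, zero-block control NPY plus isoproterenol wells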
TRPN1 ag = activates the zebrafish TRPN1 channel; HEK293 zebrafish TRPN1-YFP, Fluo-8 calcium fluorescence; 100% = response to 87 µM carbachol; activation, % at 3 µM; 0.18% of 220,000 active;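 active means activation above its plate's cutoff, the mean activation of test wells on that plate plus 3 SD, cut at about 19% in these data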;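 further: 0% = DMSO alone and 100% = 87 µM carbachol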
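Control set: carbachol 87 µM as high control, DMSO as low control; system: HEK293 stable line with zebrafish TRPN1-YFP; read-out: % activation versus carbachol response; detection: intracellular calcium fluorescence with Fluo-8; doses: single test compound dose, 3 µM nominal, 0.3% DMSO; schedule: dye 1 h 37 °C plus 30 min RT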
* hit, by the source's call; / = no result given; & = joins results of further samples; [ ] = remark or other dose. An excerpt; rates above refer to the full screens.

SMILES	14-3-3 Bad PPI	CHOP inhibitor	EP2 antag	TRPML3 agonist	EP2 mod	NPY-Y1 PAM-ag	PPC-1+TRAIL kill	NPY-Y1 antag	TRPN1 ag
O=C(COC(=O)CSc1cccc2cccc(Cl)c12)Nc1ncc(C(F)(F)F)cc1Cl	-4[fluorescence artefact?]	33	24	-0.3	45	-44	15	2	0.9
Cc1ccccc1C(=O)O/N=C(\c1ccccc1)c1ccccn1	-5	17	1	-1.3	33	6	9	6	-2.2
COc1ccc(NC(=O)c2c(C)oc3c2CCCC3)cc1	3[fluorescence artefact?]	29	4	-1.1	-29	13	9	5	-1.9
Cc1cccc(CSCCNC(=O)c2ccc(CN3CCOCC3)cc2)c1	-3	-21	9	1.7	6	-20	11	3	5.3
CC1Cc2ccccc2N1C(=O)CSc1nnc2c(n1)[nH]c1ccccc12 (centres undefined)	-1	32	14	-0.1	-17	-28	-25	7	0.1
COc1ccc(C(=O)NC(=S)NNC(=O)[C@H]2C[C@@H]2c2ccccc2)cc1OC	19	34	14	6.5	-14	-47	10	/	5.5
CCN(CCNC(=O)Cn1c(=O)sc2ccccc21)c1ccccc1	5[fluorescence artefact?]	39	2	/	-10	/	23	/	/
CCN(CC(=O)Nc1ccc(OC)cc1)CC(=O)Nc1ccc(Cl)cc1F	-11	27	7	0.8	-68	-2	10	3	0.5
CCOc1ccc(N2C(=O)Nc3ccccc3C2(O)C(=O)NCc2ccc(OC)cc2)cc1 (centres undefined)	-6	8	8	0.0	-7	-5	5	2	-0.5
Cc1cccc(N(CC(=O)NC2CCCC2)C(=O)CS(=O)CC(=O)Nc2ccc3c(c2)OCO3)c1C (centres undefined)	-5	0	14	-0.2	16	4	10	-2	-1.3
C#CCONC(=O)c1cc(OCC(F)(F)F)ccc1OCC(F)(F)F	-2	51	10	-0.7	-1	17	-7	2	-0.7
Cc1ccc(OCC(=O)Nc2sc3c(c2C#N)CCC3)cc1C	-9[fluorescence artefact?]	52	15	-0.1	12	-12	9	13	0.6
Cc1nonc1NC(=O)c1ccccc1Br	1	7	11	-0.1	-8	5	14	1	-0.4
COc1cccc(CN2CCN(Cc3nc(-c4cccs4)oc3C)CC2CCO)c1 (centres undefined)	-7	36	0	0.5	1	-4	0	0	-1.6
COc1ccc(/C=C/C(=O)OCC(=O)NCc2ccco2)cc1OC	-3[fluorescence artefact?]	-16	8	0.0	-6	-13	19	4	-0.4
CC1CCCCC1NC(=O)COC(=O)COc1ccccc1Cl (centres undefined)	-11	-7	2	-0.4	19	-7	19	-4	-1.8
O=C1OC(/C=C/c2ccccc2)=NC/1=C/c1ccco1	-3	1	8	0.3	-34	7	22	0	0.9
COc1ccccc1C(=O)Nc1ccc(C2=NNC(=O)CC2C)cc1 (centres undefined)	-6	-22	15	0.3	29	-77	11	96*	1.0
COc1cc2cc(CN(Cc3cccnc3)C(=O)NCc3ccccc3)c(=O)[nH]c2cc1OC	5	5	16&12	1.3	0&21	11	23	-7	0.3
Cn1c(Cl)cnc1C1CC(=O)c2cc(Cl)ccc2O1 (centres undefined)	-2	-37	28	1.1	-9	1	18	2	0.3
CC1=NN(C(=O)c2ccc(Cn3cc([N+](=O)[O-])cn3)cc2)C(O)(C(F)(F)F)C1 (centres undefined)	4[fluorescence artefact?]	16	9	1.6	0	-7	-3	-4	2.1
COc1cc2c(cc1OC)CN(C(=S)Nc1ccc(C)cc1C)CC2	-13	12	4	0.4	-13	6	9	-1	-0.2
O=C(c1ccco1)N1CCN(S(=O)(=O)Cc2ccc(Cl)cc2)CC1	7	2	6	0.6	4	-6	37	2	-0.4
CCOC(=O)c1[nH]c2ccccc2c1NC(=O)CCN1CC(C)OC(C)C1 (centres undefined)	3	4	10	1.3	-6	4	-10	-2	0.9
Cc1ccc(OCC(=O)NNC(=O)c2cc(C)[nH]n2)cc1	-14	9	12	-0.3	19	-2	20	-5	1.0
CC(C)CC(=O)NC(=S)Nc1cccc(NC(=O)c2ccccc2)c1	-5[fluorescence artefact?]	24	6	-0.6	2	-15	17	11	1.5
O=C(N/C(=C/c1cccc(Br)c1)c1nc(=S)[nH][nH]1)c1ccccc1	-4	35	6	-0.6	-1	51*	12	-13	-1.1
COc1cc2c(cc1NC(=O)CSc1nc3ccccc3[nH]1)oc1ccccc12	4	95*	/	0.3	15	-5	-6	-1	0.8
Cc1nc2ccc(NC(=O)c3ccc4ccccc4n3)cc2s1	37	66	7	-0.5	-10	4	4	-2	-2.5
N#CCCn1nnc2ccccc21	-1	5	14	0.1	12	2	21	0	0.0
C/C(CC(=O)Nc1ccc([N+](=O)[O-])cc1)=N/NC(=O)C1C2CCCCC21 (centres undefined)	5	9	13	0.1	-34	-16	8	/	0.7
CC(C)(C)c1ccc(Cn2nc(CC(=O)O)c3ccccc3c2=O)cc1	-4	19	11	1.4	20	7	34	-1	0.3
O=C(Cc1ccc(Br)cc1)OCC(=O)N1CCc2ccccc2C1	1	6	7	-0.8	9	-16	35	8	-1.2
CC(C)Cn1c(Cc2ccccc2)n[nH]c1=S	-5	28	7	-0.6	9	5	-12	4	-0.2
CCOC(=O)C1CCCN(C(=O)Cc2ccc(C)cc2)C1 (centres undefined)	-5	14	10	0.9	27	-8	-13	-2	0.9
COc1cc(/C=C/C(=O)O)ccc1OS(=O)(=O)c1cc(C)ccc1C	-17	-18	5	0.5	16	-9	-2	0	0.6
CC(=O)/C(=N/Nc1ccccc1)N1CCOCC1	5	14	8	-0.3	-17	-19	17	3	0.1
CC(=O)NC1C(=O)N=C(SCc2ccccc2)NC1=O (centres undefined)	-4	14	12	1.0	4	12	14	1	0.0
Cc1ccc(C(=O)NC2(C(F)(F)F)N=C3SCCN3C2=O)cc1 (centres undefined)	74*	-2	16	0.9	9	1	-18	-3	2.0
COc1ccccc1-c1nc(C(F)(F)F)c(OC)o1	13	17	10	0.0	18	-17	14	8	0.2
O=C(Nc1nccs1)c1ccc(NC(=O)c2ccco2)cc1	-5	-1	2	0.7	10	7	19	2	1.6
C=CCOc1ccc2c(OC)c3ccoc3nc2c1OC	-2	-18	12	-0.5	3	-25	34	-1	-0.6
Cc1ccc(Oc2nnc(-c3cccs3)c3ccccc23)cc1	-3[fluorescence artefact?]	13	7	0.9	22	5	6	-1	0.5
O=c1cc(CN2CCN(c3ccccc3)CC2)c2c(ccc3ccccc32)o1	-23	5	6	0.4	9	-131	18	44*	-1.4
Cc1ccc(N2C(=O)C(Cl)=C(Nc3c(C)n(C)n(-c4ccccc4)c3=O)C2=O)cc1	19	1	2	-0.6	15	6	7	0	0.8
CCOc1ccc(NC(=O)C(C)O)c(NS(=O)(=O)c2ccc(CCNC(C)=O)cc2)c1 (centres undefined)	1	28	-1	1.0	6	-15	8	-5	-0.6
COc1ccc(Cc2nnc(NC(=O)c3cccc([N+](=O)[O-])c3C)s2)cc1	-3	-1	18	1.4	-6	-22	7	-6	4.4
O=C(O)c1ccccc1C(=O)c1ccc2c(c1)N(Cc1cccc(F)c1)C(=O)CO2	-13	-5	3	-1.0	3	-10	10	-4	-1.4

Another view of part of the listing above:
Screens in order – 14-3-3 Bad PPI	CHOP inhibitor	EP2 antag	TRPML3 agonist	EP2 mod	NPY-Y1 PAM-ag	PPC-1+TRAIL kill	NPY-Y1 antag	TRPN1 ag
Cc1ccc(C(=O)NC2(C(F)(F)F)N=C3SCCN3C2=O)cc1 (centres undefined)
  74*	-2	16	0.9	9	1	-18	-3	2.0
O=c1cc(CN2CCN(c3ccccc3)CC2)c2c(ccc3ccccc32)o1
  -23	5	6	0.4	9	-131	18	44*	-1.4
CC(=O)NC1C(=O)N=C(SCc2ccccc2)NC1=O (centres undefined)
  -4	14	12	1.0	4	12	14	1	0.0
CC(=O)/C(=N/Nc1ccccc1)N1CCOCC1
  5	14	8	-0.3	-17	-19	17	3	0.1
C=CCOc1ccc2c(OC)c3ccoc3nc2c1OC
  -2	-18	12	-0.5	3	-25	34	-1	-0.6

Next part:
SMILES	14-3-3 Bad PPI	CHOP inhibitor	EP2 antag	TRPML3 agonist	EP2 mod	NPY-Y1 PAM-ag	PPC-1+TRAIL kill	NPY-Y1 antag	TRPN1 ag
CCCn1c(-c2ccncc2)n[nH]c1=S	-10	2	8	1.0	30	20	7	0	0.0
O=c1cc(O)c2ccccc2n1Cc1ccccc1F	-4	17	5	0.7	9	10	6	2	0.9
O=C(COC(=O)CC1CC2CCC1C2)NC(=O)NCc1ccco1 (centres undefined)	0	82*	10	0.1	15	21	3	-1	-0.4
O=C(NC1CCN(C(=S)NCCc2ccccc2)CC1)C1CCCCC1	-4	-5	11&7	1.0	-37&-9	6	-1	-2	0.5
Brc1cc(Br)c2ncnc(N3CCCCC3)c2c1	27[fluorescence artefact?]	66	17	0.0	52	-15	-5	2	-0.4
Cc1cc(OCc2nnc(SCC(=O)OC3CCCCC3)o2)ccc1Cl	6	37	5	0.5	15	2	4	0	-0.1
CCn1c(=O)oc2cc(NC(=O)CCl)ccc21	-3	2	11	0.2	23	-8	9	-3	0.8
Cc1ccc(C)c(NC(=O)CSc2nc(N)c(NC(=O)c3cccs3)c(=O)[nH]2)c1	0	-2	12	0.9	13	-26	7	3	-0.7
Cc1ccc(Oc2nc3c(c(=O)n(C)c(=O)n3C)n2C)cc1C	-4	26	8	0.0	-15	-4	-3	-3	0.7
O=C(NC1C2CC3CC(C2)CC1C3)C1CC1 (centres undefined)	1	-10	9	1.1	5	8	16	-1	1.4
COc1ccc(CCNC(=O)C(=O)NCC2CCCO2)cc1OC (centres undefined)	-4	5	3	0.6	12	0	10	0	-1.1
COc1ccccc1NC(=O)C1=C(C)NC(=O)NC1c1cc(C)cs1 (centres undefined)	3	17	7	0.1	14	-1	-19	-5	-0.3
COc1ccc(N2CC(C(=O)NCCC3=CCCCC3)CC2=O)cc1 (centres undefined)	0	12	6	0.7	2	11	6	3	-1.0
CC(C)Cc1nnc(NC(=O)CSc2nc(=O)cc(N)n2-c2ccccc2)s1	-2	10	13	-0.1	4	-15	-3	4	0.3
Cc1cc(=O)n2nc(N3CCCC3C(=O)NCCCN3CCCCC3)sc2n1 (centres undefined)	-11[fluorescence artefact?]	8	5	0.5	11	2	36	-3	1.7
CCN1CCN(C(=O)c2cc3cc4cc(OC)ccc4nc3s2)CC1	6[fluorescence artefact?]	4	/	0.8	11	13	32	5	-0.5
O=C(/C=C/c1ccccc1Cl)c1cccnc1	-4[fluorescence artefact?]	-24	35	1.5	-12	22	-3	-6	-0.7
O=C(CSCc1c(Cl)cccc1Cl)Nc1nccs1	7	12	7	-1.8	-3	11	-2	1	-0.9
